G9a block: inhibitors of human histone lysine methyltransferase G9a; AID 504332; Q96KQ7; G9a H3K9 monomethylation, AlphaScreen, 2 h; Potency, µM (highest dose often 102 µM), without a hit: at the highest dose activity, negative = inhibition, usual class: inhibitors; 8.8% of 350,000 active; note: potency is the fitted concentration of half-maximal effect; % is set by controls: 0 for no effect and ±100 for the full control effect; nearly all actives have a fitted effect of over 75% in size
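Signal arises when biotinylated H3K9 peptide, once monomethylated, bridges streptavidin donor and antibody-captured acceptor beads. Enzyme at 20 nM was preincubated 15 min with test compounds; peptide 500 nM and SAM 20 uM then reacted for 2 h.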
PI4K2A inh: PI4K2A (human) kinase inhibition; Q9BTU6; purified PI4K2A, ADP-Glo luminescence, 1 h; active compounds read low; activity change, negative = inhibition, % at 76.9 µM; 0.13% of 420,000 active; AID 1346378; in the data active = activity change below about -50%; inconclusive = mostly about -30% to -49%;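 note: -100% = wells without enzyme as full effect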
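ADP-Glo luminescence measured ADP generated by PI4K2A enzyme (4 ug/mL before mixing) with 1.2 mM PI substrate (pre-mix) and 300 microM ATP (pre-mix). Tris pH7.5 buffer with MgCl2, Triton X-100; 1 h reaction at ambient temperature.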
BAZ2B inh: blocks human BAZ2B; Q9UIF8; AlphaScreen BAZ2B-H3K14Ac peptide displacement; Potency, µM (titrated, usually from 114 µM), for the others: at the top dose activity change, negative = inhibition, most hits filed as inhibitors; 4.4% of 360,000 active; note: potency is the fitted concentration of half-maximal effect; % is set by controls: 0 for no effect and ±100 for the full control effect; nearly all actives have a fitted effect of over 60% in size
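Complex of BAZ2B and biotin-H3K14Ac (50 nM apiece) forms over 30 min at RT, then faces library compounds up to 110 uM for another 30 min; AlphaScreen beads added, 20 min dark incubation, luminescence read.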
HP1b binding inh: HP1-beta chromodomain-methylated histone interaction inhibition; P83916; AlphaScreen HP1-beta / biotin-H3K9me3 peptide binding; Potency, µM (top dose mostly 114 µM), for inactives: at the highest dose activity change, negative = inhibition, most hits filed as inhibitors; 0.56% of 390,000 active; AID 540317; note: potency is the fitted concentration of half-maximal effect; nearly all actives have a fitted effect of over 70% in size; inactives centre near 23
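HP1-beta protein (50 nM final) preincubated 30 min at room temperature with biotinylated H3(1-18)K9me3 peptide (50 nM) in PBS pH 7.4, 0.01% Tween-20, then compound added for 30 min. AlphaScreen streptavidin donor/nickel chelate acceptor beads (10 ug/mL final), 30 min dark, luminescence read.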
ERG Ets-DNA blk: blocks human ERG Ets domain binding to DNA. P11308. Potency, µM (doses to about 76.9 µM), for the others: at the highest dose FP activity, negative = inhibition, most hits filed as inhibitors. 0.028% of 370,000 active. fluorescence polarization, His-ERG Ets domain / labelled DNA; active = well fitted inhibition curve with a large enough effect in the polarisation, with a control signal flat; inconclusive = small, poorly fitted or top-dose-only effect, or effect the other way, or a change in a side signal; inactive = no such curve, though single readings can be large or run the other way; the % refers to the polarisation;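 note: polarization taken with two DNA probes labelled with fluorescein and Texas red; potency is the fitted concentration of half-maximal effect; % of control where 0% means no effect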
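His-tagged ERG Ets domain (1 uM in the protein solution; 300mM KCl, 50mM Tris-HCl, 1mM EDTA, 1mM DTT, pH 7.5) received compound, then a probe mix of 5 nM fluorescein-DNA and 100nM Texas-615-DNA. Fluorescence polarization was read for both dyes.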
GLS inhibitor: inhibitors of human glutaminase (GLS) | O94925 | AID 624170 | Potency, µM (highest dose often 45.5 µM), inactives show at the top dose activity change, negative = inhibition, actives largely listed as inhibitors | 0.21% of 410,000 active | GLS enzymatic activity, qHTS titration; note: potency is the fitted concentration of half-maximal effect; % is set by controls: 0 for no effect and ±100 for the full control effect
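Coupled fluorescence readout: glutamate oxidase/HRP/Amplex Red detect glutamate formed by hKGA from L-glutamine (1 mM solution added). Buffer 45 mM KH2PO4 pH 8.2, 0.02% Tween-20; reads at t0 and 30 min RT.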
ALOX12 inh: ALOX12 (human) lipoxygenase inhibition | purified 12hLO, xylenol orange hydroperoxide absorbance | Potency, µM (doses to about 108 µM), inactives show at the highest dose activity change, negative = inhibition, actives largely listed as inhibitors | P18054 | 1.1% of 580,000 active; note: potency is the fitted concentration of half-maximal effect; % is set by controls: 0 for no effect and ±100 for the full control effect
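Purified human 12hLO at 150 nM in 25 mM Hepes, 0.01% Triton X-100, pH 7.0, preincubated 15 min at room temperature with compound. Reaction started with 40 uM arachidonic acid, 30 min at room temperature. Hydroperoxide measured by Fe-xylenol orange, 573/405 nm absorbance ratio.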
JMJD2A Tudor inh: inhibitors of human JMJD2A Tudor domain | AlphaScreen JMJD2A-Tudor / H3K4me3 peptide binding | 4.4% of 390,000 active | Potency, µM (highest dose often 114 µM), for inactives: at the highest dose activity change, negative = inhibition, usual class: inhibitors; note: potency is the fitted concentration of half-maximal effect; % is set by controls: 0 for no effect and ±100 for the full control effect; nearly all actives have a fitted effect of over 50% in size
Target sequence (O75164 whole entry, looked up, the tested form may be a part): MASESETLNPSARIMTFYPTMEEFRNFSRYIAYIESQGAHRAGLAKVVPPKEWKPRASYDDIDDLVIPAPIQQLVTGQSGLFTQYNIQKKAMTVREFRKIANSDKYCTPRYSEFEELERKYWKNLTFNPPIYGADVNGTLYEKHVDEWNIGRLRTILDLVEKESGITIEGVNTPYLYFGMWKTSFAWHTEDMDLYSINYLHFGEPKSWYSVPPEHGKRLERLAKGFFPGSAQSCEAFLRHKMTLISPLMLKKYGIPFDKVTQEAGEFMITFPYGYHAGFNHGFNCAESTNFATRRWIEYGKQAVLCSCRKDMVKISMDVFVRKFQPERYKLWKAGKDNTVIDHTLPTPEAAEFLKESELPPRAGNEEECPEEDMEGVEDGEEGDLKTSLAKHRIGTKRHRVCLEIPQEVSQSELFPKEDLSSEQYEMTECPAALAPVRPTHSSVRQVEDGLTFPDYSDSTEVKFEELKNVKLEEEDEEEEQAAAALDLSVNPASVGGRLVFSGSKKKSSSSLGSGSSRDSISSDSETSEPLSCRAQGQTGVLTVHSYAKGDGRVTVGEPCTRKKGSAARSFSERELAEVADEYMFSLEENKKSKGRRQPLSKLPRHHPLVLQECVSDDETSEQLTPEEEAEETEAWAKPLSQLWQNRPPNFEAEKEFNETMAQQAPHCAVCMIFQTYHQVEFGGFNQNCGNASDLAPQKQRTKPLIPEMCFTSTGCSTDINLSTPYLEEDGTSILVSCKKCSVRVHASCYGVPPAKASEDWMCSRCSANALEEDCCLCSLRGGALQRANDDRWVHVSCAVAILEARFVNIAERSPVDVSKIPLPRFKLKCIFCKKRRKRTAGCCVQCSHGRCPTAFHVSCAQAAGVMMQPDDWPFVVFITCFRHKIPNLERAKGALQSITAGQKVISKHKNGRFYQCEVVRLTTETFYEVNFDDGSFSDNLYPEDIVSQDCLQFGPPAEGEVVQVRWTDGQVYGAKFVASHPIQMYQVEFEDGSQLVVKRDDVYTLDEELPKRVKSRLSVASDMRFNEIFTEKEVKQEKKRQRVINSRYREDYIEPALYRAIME
RGS4 inhibitor: blocks human RGS4-accelerated GTP hydrolysis; 0.039% of 390,000 active; Potency, µM (series often up to 114 µM), inactives show at the top dose activity change, negative = inhibition, hits mostly inhibitors; P49798; Transcreener GDP fluorescence polarization, RGS4-accelerated GTP hydrolysis; note: potency is the fitted concentration of half-maximal effect; % is set by controls: 0 for no effect and ±100 for the full control effect; nearly all actives have a fitted effect of over 75% in size; some results filed as inactive show a strong effect at the top dose
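MLSMR compounds (23 nl, pin-transferred) preincubated 10 min at room temperature with a 500nM (2x) first reagent, then RGS4 at 900nM (2x) plus Transcreener GDP mix added; fluorescence polarization (620/688 nm) read before and after 90 min at 30 °C.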
Active calls of the source: *; ? = inconclusive; nt = no result given; & = joins results of further samples; [ ] = dose if it differs, or a comment. Unless noted, calls come from the whole dose curve; as a rule, active = well fitted curve in the direction sought with a large enough effect; inconclusive = small, poorly fitted or top-dose-only effect, or another doubt; inactive = no such curve, though single readings can be large; an effect the other way counts as inactive or inconclusive.

SMILES	G9a block	PI4K2A inh	BAZ2B inh	HP1b binding inh	ERG Ets-DNA blk	GLS inhibitor	ALOX12 inh	JMJD2A Tudor inh	RGS4 inhibitor
Cc1cccc(C(=O)NCC(=O)OCCOc2ccccc2Cl)c1	14%[2.33 µM]	-3	4%	45%[activator]	-9%	6%	-9%	3%	-4%
NS(=O)(=O)c1ccc(N/N=C/c2ccccc2Br)cc1	-5%	0	-20%	-24%	1%	?	?	-34%	15%
CN(C)C(=O)Nc1ccccc1CC[N+](=O)[O-]	-18%	6	-14%	20%	-8%	0%	-2%	-3%	23%
Cc1cccc(CNC(=O)CN2C(=O)CCCc3ccccc32)c1	-9%[59 µM]	-1	1%	25%	-23%	0%	4%	-7%	0%
CCOC(=O)c1cc2sc(C)cc2n1CC(=O)Nc1ccc2c(c1)OCCO2	-44%[12.7 µM]	0	-3%	14%	nt	-1%	-7%[57.4 µM]	-9%	-2%
COc1ccc(CCNc2nc(C)nc3c2nnn3Cc2ccccc2)cc1OC	17%	2	-10%	29%	2%	-9%	-24%	-22%	19%
O=C(CCn1c2c(c3ccccc31)CCCC2)NNC(=O)c1ccccc1Cl	-2%	-4	-7%	26%	-1%	-2%	16%	-14%	-11%
O=C(Nc1c(C(=O)Nc2cccc(F)c2)oc2ccccc12)c1ccc2c(c1)OCO2	3%[12.7 µM]	-8	0%	1%	6%	0%	5%	-1%	8%
O=C(CN1CCOc2ccccc21)N1CCN(c2cccc(Cl)c2)CC1	nt	-7	nt	1%	9%	23%	2%	?	-25%
OCCC1CN(Cc2cccs2)CCN1Cc1ccccc1 (stereo not drawn)	9%	4	-5%	15%	-2%	12%	-3%	-8%	40%
CN(C)c1oc(-c2ccccc2Cl)nc1S(=O)(=O)c1ccccc1	79µM*	-2	?	4%	-3%	4%	?	?	-11%
CCCN(CCC)CCCNC(=O)C1CCC(CNS(=O)(=O)c2ccc(NC(C)=O)cc2)CC1 (stereo not drawn)	1%[59 µM]	-5	6%	11%	5%	-2%	-18%	-17%	-1%
CCc1ccc(-c2nn(CC(=O)Nc3ccccc3C)c3c2cnc2ccc(C)cc23)cc1	13%[59 µM]	-12	-11%	-9%	4%	-9%	?	-20%	-13%
O=C(COC(=O)Cc1ccsc1)Nc1ccc(Br)cc1F	35%[12.7 µM]	1	3%	64%	-1%	2%	8%	11%	0%
CCC(C)[C@H](NC(=O)OC(C)(C)C)c1nnc(SCc2c(C)[nH]c(=O)[nH]c2=O)o1 (stereo partly drawn)	46%[0.501 µM]	-13	-27%[57.1 µM]	27%	0%	9%	6%	-7%	5%
COc1cccc(NC(=O)C(Cc2ccccc2)N2Cc3ccccc3C2=O)c1 (stereo not drawn)	-1%[59 µM]	2	2%	-1%	1%	-8%	-26%	-12%	-5%
COc1ccc(CCNC(=O)COC(=O)Cc2c[nH]c3ccccc23)cc1OC	nt	3	nt	11%	-2%	-8%	-55%	-16%	0%
CC(SCC(=O)O)c1nc2ccccc2[nH]1 (stereo not drawn)	40%[activator][12.7 µM]	0	-21%	6%	1%	-8%	-14%	?	-10%
COc1ccc(NC(=O)Cc2nnc(SCC(=O)Nc3cc(C)ccc3OC)n2C)cc1	3%[59 µM]	4	1%	16%	-6%	7%	6%	-13%	8%
Cn1ncc2nc(SCC(=O)Nc3ccc(Br)cc3F)n(Cc3ccccc3)c(=O)c21	-4%[59 µM]	-2	-10%	19%	1%	2%	0%	-5%	-2%
O=C(O)c1ccc(Cl)c(NC(=O)C2CCCN2S(=O)(=O)c2cccc3nsnc23)c1 (stereo not drawn)	15%[59 µM]	-4	-4%	27%	-5%	-3%	?	-21%	19%
Cc1n[nH]c(=O)n1-c1cccc(C(F)(F)F)c1	94%[activator][59 µM]	5	-5%	19%	-4%	0%	0%	-16%	-12%
O=c1[nH]cccc1-c1nc2ccccc2n1Cc1ccccc1F	2%	1	1%	18%	1%	39%[activator]	27%	?	?
CCCCOc1ccccc1C(=O)N(Cc1ccc(C)o1)C1CCS(=O)(=O)C1 (stereo not drawn)	-13%[59 µM]	2&-5	?	42%&-3%[activator]	-12%&0%	-9%&1%	13%&-26%	-15%&-24%	-43%&13%
O=c1ccc(Oc2nc(N3CCOCC3)nc(N3CCOCC3)n2)nn1-c1ccccc1	-27%[59 µM]	-4	-10%	15%	0%	4%	27%	-15%	-3%
CCn1nc(C(=O)OCC(=O)NCC(C)C)c2ccccc2c1=O	-6%	6	-12%	15%	13%	-2%	11%&2%	-12%	17%
COCCN(C(=O)c1ccco1)c1nnc(-c2ccc(OC)cc2)s1	-17%	0	8%[57.1 µM]	27%	-1%	7%	2%	1%	-9%
Cc1ccnc(NS(=O)(=O)c2ccc(NC(=O)C3CCCCC3C(=O)O)cc2)n1 (stereo not drawn)	1%	12	8%	20%	2%	2%	-9%	-4%	5%
c1ccc(CC2CCN(C(c3cccs3)c3nnnn3C3CCCC3)CC2)cc1 (stereo not drawn)	2%[12.7 µM]	-2	-4%	18%	nt	1%	4%	-2%	23%
CCOC(=O)C1=C(C)Nc2ccccc2N=C1NC(=O)Cc1ccc(Br)cc1	14%	-3	0%	17%	-6%	13%	-2%	-5%	5%
O=C(CN1CCCCCC1)Nc1cccc(NC(=O)CN2CCCCCC2)c1	12%[0.501 µM]	-4	-6%	18%	-2%	18%	?	-6%	-4%
COc1ccc(C)cc1S(=O)(=O)N1CCN(Cc2ccccc2)CC1	?	1	2%	13%	8%	1%	-26%	?	-18%
Cc1ccc(NC(=O)CCN2C(=O)c3ccccc3Sc3ncccc32)cc1	?	6&4	-9%&-5%	59%&16%[activator]	3%&0%	4%&1%	-32%&-29%	-9%&-29%	27%[11.4 µM]
COc1ccc(NS(=O)(=O)c2ccc(N3CCN(CCO)CC3)c([N+](=O)[O-])c2)cc1	0%	-4	-25%	8%	2%	11%	133%[activator]	-16%	13%
CC(NC(=O)c1cc(-c2ccc3c(c2)OCO3)nc2ccccc12)C(C)(C)C (stereo not drawn)	?	-11	-2%	21%	6%	-1%	-7%	-3%	-17%
CCCN(CCC)CCNC(=O)C1c2ccccc2C(=O)N(CCOC)C1c1ccc(F)cc1 (stereo not drawn)	28%[59 µM]	-2	9%	10%	-2%	8%	10%	-2%	1%
CC1=NN(c2nc(-c3ccc(C)cc3)cs2)C(=O)C1N=Nc1cccc(C)c1 (stereo not drawn)	?	-2	?	?	-2%	6%	-14%	?	1%
O=C1C=C(c2ccccc2)C[C@@H](c2ccc3c(c2)OCO3)C1	2%[0.501 µM]	0	-7%	52%[activator]	1%	6%	-11%	-15%	6%
Cn1c(COc2cccc3ccccc23)nnc1SCC(=O)OC1CCCCC1	18%[59 µM]	4	-12%	32%	7%	7%	-8%	-9%	1%
C#CCn1c(=NC(=O)c2ccco2)sc2cccc(Cl)c21	9%	5	0%	6%	0%	-8%	11%	-5%	8%
COc1ccc(N(C(=O)c2snc(C(N)=O)c2N)C(C(=O)NC2CCCC2)c2cccs2)c(OC)c1 (stereo not drawn)	-4%	1	-11%	18%	0%	-2%	?	3%	7%
NC(=O)c1ccc(NC(=O)CCCc2nc(-c3ccccc3Cl)no2)cc1	50µM*	7	-11%	19%	2%	6%	0%	-4%	7%
COc1cc2cc(CN(CCO)C(=O)c3cccs3)c(=O)[nH]c2cc1OC	9%[12.7 µM]	-3	8%	18%	-3%	3%	?	-17%	0%
Cc1csc(NC(=O)c2nn(C)c(C)c2[N+](=O)[O-])n1	9%	2	-5%	22%	14%	-8%	-3%	-1%	-15%
COc1ccccc1CN(C)C(=O)c1cc(-c2cccs2)nc2ccccc12	-5%	0	0%	54%[activator]	-2%	3%	-14%	7%	8%

Some values from the list:
C#CCn1c(=NC(=O)c2ccco2)sc2cccc(Cl)c21 – BAZ2B inh = 0%
O=C1C=C(c2ccccc2)C[C@@H](c2ccc3c(c2)OCO3)C1 – BAZ2B inh = -7%

Only RGS4 inhibitor and JMJD2A Tudor inh, for two of the compounds above:
Structure	RGS4 inhibitor	JMJD2A Tudor inh
NC(=O)c1ccc(NC(=O)CCCc2nc(-c3ccccc3Cl)no2)cc1	7%	-4%
COc1cc2cc(CN(CCO)C(=O)c3cccs3)c(=O)[nH]c2cc1OC	0%	-17%

(continued)
SMILES	G9a block	PI4K2A inh	BAZ2B inh	HP1b binding inh	ERG Ets-DNA blk	GLS inhibitor	ALOX12 inh	JMJD2A Tudor inh	RGS4 inhibitor
Cc1ccc2cccc(NC(=O)COc3ccccc3Cl)c2n1	-26%[59 µM]	-2	-2%	39%	0%	4%	-1%	-5%	2%
O=C1COc2ccc(C(=O)COC(=O)c3ccccn3)cc2N1	-1%	-7	?	35%	9%	-5%	1%	-35%	-9%
O=C(NCc1ccccc1)C1=C[C@@H](c2ccc(C(F)(F)F)cc2)C[C@@H](OCCCCO)O1	nt	0	nt	6%	8%	-2%	-28%	-24%	-21%
CCOC(=O)C1(CCCc2ccccc2)CCN(S(C)(=O)=O)CC1	nt	5	-1%	42%[activator]	3%	-5%	41%[activator]	-3%	-12%
CCCc1cc(-c2n[nH]c(=S)n2-c2cccc(C)c2)cs1	3.5µM*	-6	?	-10%	10%	-29%	45µM*	?	-45%

A portion of the library; rates above refer to the full screens.
